ERK EGF block = EGF-driven ERK pathway inhibition | AID 1454 | 0.41% of 130,000 active | HEK293-V1b, EGF-stimulated phospho-ERK AlphaScreen | Potency, µM (top dose mostly 11.5 µM), for the others: at the top dose activity change, negative = inhibition, actives largely listed as inhibitors; active means well fitted inhibition curve with a large enough effect; inconclusive means small, poorly fitted or top-dose-only effect, or effect the other way;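 further: plate controls were stimulated vehicle wells for no effect and unstimulated vehicle basal for full effect; nearly all actives have a fitted effect of over 55% in size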
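Phospho-ERK1/2 measured by AlphaScreen (SureFire) after 5 min 25 nM EGF stimulation of V1b-expressing HEK293 cells preincubated 30 min at 37C with titrated compounds; data scaled to DMSO and EGF controls, Hill-fitted AC50.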
* marks the source's active call; other numbers are inactive results; ? = inconclusive; [ ] = dose if it differs, or a comment. Potency means the concentration at half of the fitted maximal effect. Some of the compounds tested (hit frequency here may not be typical).

SMILES | ERK EGF block
O=C(NCCc1ccccc1)c1nc(-c2cccs2)no1 | 3.2%
O=C(CS(=O)(=O)c1ccccc1)Nc1nc(-c2ccc(F)cc2)cs1 | ?
S=C1NCN(Cc2ccco2)CN1 | 7.2%[57.5 µM]
CCOC(=O)c1c(CCl)nc2ccccc2c1C | 10.2%
O=C(Nc1ccc2c(c1)OCO2)Nc1ccccn1 | 9.8%
CCOCCn1c(=NC(=O)c2cc(Cl)sc2Cl)sc2cc(S(N)(=O)=O)ccc21 | -0.5%
COc1ccc(NC(=O)CCCN(C)S(=O)(=O)c2ccc(C)cc2)cc1 | -1.6%
COc1ccccc1NC(=O)CC(=O)CSc1nnc(-c2ccc(C)cc2)n1-c1ccccc1 | 2.2%
CC(C)(C)C(=O)N(Cc1nc2ccccc2c(=O)[nH]1)Cc1cccs1 | -13.2%
COc1ccc(NC(=O)C(c2cc3c(cc2[N+](=O)[O-])OCO3)N(C)C)cc1 (stereo unspecified) | 5.4%
COc1ccccc1-n1cnc2cc(C(=O)NC3CCCC3)ccc21 | 5.6%
CN(C)c1ccc(-c2nnn(CC(=O)NCc3ccc4c(c3)OCO4)n2)cc1 | 2.8%
CCN1CCN(c2cc(C)c3cc(NC(=O)c4ccc5c(c4)OCO5)ccc3n2)CC1 | 4.6%
Cc1cc(OCCCn2cnc3ccccc3c2=O)ccc1[N+](=O)[O-] | 5.6%
COCCCNC(=O)CN(c1cc(Cl)ccc1OC)S(C)(=O)=O | 0.5%
CNC(=O)CC1C(=O)N(C)C(=S)N1NC(=O)c1ccccc1 (stereo unspecified) | 1.1%[57.5 µM]
O=S(=O)(c1ccc(Cl)cc1)n1cccn1 | 5.3%
O=C(CCn1c(=O)sc2ccccc21)NCCCn1ccnc1 | -2.0%
CCC(C)(C)C(=O)O[C@@H]1C[C@@H](C)C=C2C=C[C@H](C)[C@H](CC[C@@H]3C[C@@H](O)CC(=O)O3)[C@H]21 | 2.5%
CCN(CC(=O)NC1CCS(=O)(=O)C1)S(=O)(=O)c1ccccc1 (stereo unspecified) | 4.6%
COc1ccc2nc(Cl)cc(Cl)c2c1 | 0.0%[57.5 µM]
COCCCNc1oc(-c2ccccc2Cl)nc1C#N | -13.0%
Cc1c(C(=O)OCC(=O)N2c3ccccc3CC2C)oc2ccccc12 (stereo unspecified) | -1.7%[57.5 µM]
CCOC(=O)n1cc(-c2cnc(CNC(=O)C(C)(c3ccccc3)c3ccccc3)o2)c2ccccc21 | -6.7%
CCOC(=O)C1(CCc2ccccc2)CCN(Cc2ccn[nH]2)CC1 | -2.0%
(more compounds)
SMILES | ERK EGF block
CCOC(=O)C(=CNc1ccccc1N1CCOCC1)C(=O)OCC | -13.1%[57.5 µM]
Fc1cccc(CSc2nc3ccncc3[nH]2)c1 | 1.6%
CCCC(O)(CCC)C(=O)NN(C(=O)OC)c1ccccc1 | -0.8%
O=C(N/N=C/c1c(O)n(Cc2ccco2)c(=O)[nH]c1=O)c1ccccc1 | 11.2%[57.5 µM]
Cc1ccc2nc(N(CCCN(C)C)C(=O)c3ccc(S(=O)(=O)N(C)C)cc3)sc2c1 | 2.7%
Cc1ccc(N2C(=O)C3CC(c4ccccc4)=C4C5C=CC(C6C(=O)N(c7ccc(C)cc7)C(=O)C56)C4C3C2=O)cc1 (stereo unspecified) | 3.1%
CCCCN(C)c1ccc([N+](=O)[O-])cc1 | 2.9%
CSc1ccc(CNC(=O)c2c(C)noc2C)s1 | -7.3%[57.5 µM]
Cc1cccc(-n2ncc3c(N(C)Cc4ccccc4)ncnc32)c1 | -11.8%[57.5 µM]
Cc1cc(C)c[n+](C(C)C(=O)c2ccc(-c3ccccc3)cc2)c1 (stereo unspecified) | 4.7%
COc1ccc(C(F)(F)F)cc1N/C=C/c1nnnn1-c1ccc(C)cc1 | 3.0%[57.5 µM]
Cc1ccc(NC(=O)CN2c3cccc4cccc(c34)S2(=O)=O)cc1S(=O)(=O)N1CCOCC1 | -3.1%
COc1ccc(Cl)cc1NC(=S)NCc1cccnc1 | -6.6%
On1nnc2c3ccccc3c3ccccc3c21 | -6.2%
C/C(=N\Nc1c([N+](=O)[O-])c(C)nn1C)c1ccc(F)cc1F | 0.2%
O=[N+]([O-])c1ccc(Cl)c(/C=N/n2c(COc3ccccc3)n[nH]c2=S)c1 | 3.6%
CCCCCCCCCCCCC/C=C/[C@@H](O)[C@@H](N)COP(=O)(O)O | -15.1%
Cc1cccc(N(CC(=O)Nc2cccnc2)S(C)(=O)=O)c1 | -9.5%[57.5 µM]
O=C(CSc1nc2ccccc2o1)N1CCN(S(=O)(=O)c2ccc3ccccc3c2)CC1 | -3.5%
COc1ccc2nc(NC(=O)NC3CCCCC3)sc2c1 | -8.2%[57.5 µM]
CS(=O)(=O)c1sc(C(=O)NC(=O)Nc2cccc(C(F)(F)F)c2)c2c1C=CCC2 | -0.5%[57.5 µM]
O=C(/C=C/c1ccc2c(c1)OCO2)N1CCN(c2ccc(Cl)cc2)CC1 | -4.8%
CCCCN1C(=O)NC2NC(=O)NC21 (stereo unspecified) | -2.0%
Cc1ccc(-n2cnc3scc(-c4cccs4)c3c2=O)cc1 | -1.6%
CN(C)c1ncc([N+](=O)[O-])cc1C(F)(F)F | -4.4%[57.5 µM]
Following part:
SMILES | ERK EGF block
CC1(C)CC(O)(CNCc2ccc3c(c2)OCO3)CCO1 (stereo unspecified) | -3.4%[57.5 µM]
COc1ccc(C(=O)NC(=S)N(C)Cc2ccccc2)cc1Br | 2.6%
COc1ccccc1NS(=O)(=O)c1cc(NC(=O)c2[nH]c(C)c(C(C)=O)c2C)ccc1N1CCOCC1 | 0.9%[57.5 µM]
CCCCNC(=O)c1c(CSc2ccccc2)noc1C(=O)NCc1ccccc1 | -1.2%[57.5 µM]
CNC(=O)/C(C#N)=C/c1c(N2CC(C)OC(C)C2)nc2ccccn2c1=O (stereo unspecified) | 2.6%
COC(=O)/C(=C\Nc1ccc(Oc2ccc(F)cc2F)nc1)NC(=O)c1ccccc1 | 10.5%[57.5 µM]
Cc1cccc(C)c1Nc1nnc(SCC(=O)c2ccc3c(c2)NC(=O)CO3)s1 | 4.0%
CC1=NNC(=O)C1Cc1ccc(F)cc1 (stereo unspecified) | -0.6%[57.5 µM]
CCOC(=O)CN(C)S(=O)(=O)c1ccc(-c2cc(C(=O)OC)sc2C(F)(F)F)cc1 | -8.1%[57.5 µM]
O=c1cnc2cc([N+](=O)[O-])ccc2[nH]1 | -6.6%
Cc1ccc(N2CCN(C(=O)c3cccc([N+](=O)[O-])c3)CC2)cc1Cl | ?
CC[N+]1=C(C)C(C)(C)c2cc(C)ccc21 | -7.9%
CC(=O)N/N=C/c1cc2c(cc1[N+](=O)[O-])OCO2 | 4.0%
CC(=O)c1ccc(N2CCN(C(=S)NCCCN(C)C)CC2)cc1 | -4.2%
O=C(N/N=C\c1ccc([N+](=O)[O-])o1)C1COc2ccccc2O1 (stereo unspecified) | -6.0%
O=C(CN1C(=O)c2ccccc2S1(=O)=O)NCCC1=CCCCC1 | 4.3%
O=C(/C=C/c1ccccc1Cl)NNC(=O)c1cccs1 | 0.8%
Cc1c(/C=C(\CC(=O)O)c2nc3ccccc3s2)cc(C#N)n1C | 11.4%[57.5 µM]
O=C(N/N=C\c1cc(Cl)ccc1O)c1ccc(S(=O)(=O)N2CCCCC2)cc1 | -9.6%
N#C/C(=C\c1ccc(Cl)cc1)C(=O)Nc1cccnc1 | -2.2%[57.5 µM]
Nc1nc(-c2ccc(Cl)cc2)nnc1-c1ccc(Br)cc1 | -8.1%
Cc1ccccc1N1C(=O)C(Oc2ccc(Cl)cc2)C1CNCCCOC(C)C (stereo unspecified) | 1.1%
COc1ccccc1CNC(=O)C1CC(c2ccccc2F)=NO1 (stereo unspecified) | -4.4%[57.5 µM]
C/C(=N\NC(=O)c1cc(-c2ccncc2)nc2ccccc12)c1ccc(N2CCOCC2)cc1 | 1.8%
CC(C)N(C(=O)CS(=O)(=O)c1ccc(Cl)c(Cl)c1)C(C)C | -3.2%

7 compounds from above, ordered by length of the SMILES, descending.
SMILES | ERK EGF block
COc1ccccc1NS(=O)(=O)c1cc(NC(=O)c2[nH]c(C)c(C(C)=O)c2C)ccc1N1CCOCC1 | 0.9%[57.5 µM]
CCOC(=O)CN(C)S(=O)(=O)c1ccc(-c2cc(C(=O)OC)sc2C(F)(F)F)cc1 | -8.1%[57.5 µM]
CNC(=O)/C(C#N)=C/c1c(N2CC(C)OC(C)C2)nc2ccccn2c1=O (stereo unspecified) | 2.6%
O=C(N/N=C\c1ccc([N+](=O)[O-])o1)C1COc2ccccc2O1 (stereo unspecified) | -6.0%
CC(=O)c1ccc(N2CCN(C(=S)NCCCN(C)C)CC2)cc1 | -4.2%
CC(=O)N/N=C/c1cc2c(cc1[N+](=O)[O-])OCO2 | 4.0%
CC1=NNC(=O)C1Cc1ccc(F)cc1 (stereo unspecified) | -0.6%[57.5 µM]

Back to the main list with the two entries that preceded the break.
SMILES | ERK EGF block
C/C(=N\NC(=O)c1cc(-c2ccncc2)nc2ccccc12)c1ccc(N2CCOCC2)cc1 | 1.8%
CC(C)N(C(=O)CS(=O)(=O)c1ccc(Cl)c(Cl)c1)C(C)C | -3.2%
COc1ccc(/C=C/C2=CCN(Cc3ccc(OC)cc3)CC2)cc1 | -3.8%
COc1ccc(NC(=O)CSc2nc3ccccc3c(=O)n2CCCN2CCC(C)CC2)c(OC)c1 | 7.0%
COc1ccc(C2C(C(=O)N3CCN(c4ccccn4)CC3)CC(=O)N2c2ccc(OC)cc2)cc1 (stereo unspecified) | -9.6%
O=C(O)C1Cc2c([nH]c3ccccc23)C(c2coc3ccccc3c2=O)N1 (stereo unspecified) | 3.7%
CCOc1ccc(NC(=O)C(c2ccccn2)N(C(=O)CCl)c2ccc(OCC)cc2)cc1 (stereo unspecified) | 3.7%
O=C(CCN1C(=O)/C(=C/c2ccccc2)SC1=S)NNC(=O)c1ccncc1 | -0.8%
COc1cccc(N2CCN(C(=S)Nc3cc(C)cc(C)c3)CC2)c1 | -13.0%[57.5 µM]
O=C(Nc1ccc(F)cc1)c1ccc2nc[nH]c2c1 | 1.5%
CCCCOc1ccc(/C=C/C2=CC(C)(C)NC(=S)N2)cc1OCC | 4.9%
Cc1c(NC(=O)c2cccs2)cccc1-c1nc2ccccc2s1 | -3.7%
Cn1ccnc1C(=O)c1ccc(S(=O)(=O)N2CCCC2)cc1 | -3.2%
CN1CCC(OC(=O)Cc2ccc(Cl)cc2)CC1 | -4.9%
Cc1ccc(S(=O)(=O)N(CC(=O)N2CCc3ccccc3C2)c2cccc(Cl)c2)cc1 | ?
COc1ccc(CC(=O)Nc2ccc(N3CCOCC3)cc2)cc1S(=O)(=O)N1CCOCC1 | -7.3%[57.5 µM]
CC1CCC2(CC1)NC(=O)N(CC(=O)c1cn(CCC#N)c3ccccc13)C2=O (stereo unspecified) | 27.7%[57.5 µM]
CCn1cc(C(=O)Nc2ccccc2)c(=O)c2ccc(C)nc21 | -6.5%
COc1ccc(C)cc1NC(=S)N1CCN(c2ccccn2)CC1 | 0.0%
Cc1cc(C)c(C)c(S(=O)(=O)N2CCN(C)CC2)c1C | -10.8%
CN1CN(C)c2cccc3cccc1c23 | -12.7%
CCn1c(SCC(=O)Nc2ccc(Cl)cc2)nnc1C1CC1 | -2.1%
C#CCOCCOCCOCCNc1nc(N2CCN(C(=O)[C@H](CCC(=O)O)n3cc(C(N)CC(C)C)nn3)CC2)nc(N2CCN(C(=O)[C@H](Cc3ccc(O)cc3)n3cc(C(N)[C@H](C)CC)nn3)CC2)n1 (stereo partly specified) | -21.4%[57.5 µM]
COc1cc(/C=C/c2noc(-c3ccccc3O)n2)ccc1OC(C)=O | -5.6%[57.5 µM]
COc1cc(OC)cc(-c2nc3ccccc3c(=O)o2)c1 | -7.1%
Cc1nnc(SC(C)C#N)n1-c1ccccc1 (stereo unspecified) | -9.8%
CN(C)S(=O)(=O)c1cc(NC(=O)CN2CCN(c3ccccc3)CC2)ccc1Cl | -7.3%

Copied from the list:
`O=C(Nc1ccc(F)cc1)c1ccc2nc[nH]c2c1` in ERK EGF block = 1.5%
`COc1cc(OC)cc(-c2nc3ccccc3c(=O)o2)c1` in ERK EGF block = -7.1%

4 of these compounds in another layout:
| Structure | ERK EGF block |
| --- | --- |
| Cc1ccc(S(=O)(=O)N(CC(=O)N2CCc3ccccc3C2)c2cccc(Cl)c2)cc1 | ? |
| COc1ccc(CC(=O)Nc2ccc(N3CCOCC3)cc2)cc1S(=O)(=O)N1CCOCC1 | -7.3%[57.5 µM] |
| CC1CCC2(CC1)NC(=O)N(CC(=O)c1cn(CCC#N)c3ccccc13)C2=O (stereo unspecified) | 27.7%[57.5 µM] |
| CCn1cc(C(=O)Nc2ccccc2)c(=O)c2ccc(C)nc21 | -6.5% |
